High-throughput results: PubChem, Sanford-Burnham Center for Chemical Genomics
LMPTP block: LMPTP phosphatase inhibitors, primary screen, biochemical, fluorescence intensity, uHTS; actives 0.22% (n = 360,000); Low molecular weight phosphotyrosine protein phosphatase (Homo sapiens), P24666; AID 651560, 2012; recombinant LMPTP-A, OMFP fluorogenic substrate; inhibition, % at 20 µM;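 active = compounds that cut the enzyme signal by at least half of the control window in the single-dose screen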;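 also: plate controls were DMSO wells with enzyme plus substrate for no effect and substrate without enzyme for full effect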
Target sequence (P24666 whole entry, looked up): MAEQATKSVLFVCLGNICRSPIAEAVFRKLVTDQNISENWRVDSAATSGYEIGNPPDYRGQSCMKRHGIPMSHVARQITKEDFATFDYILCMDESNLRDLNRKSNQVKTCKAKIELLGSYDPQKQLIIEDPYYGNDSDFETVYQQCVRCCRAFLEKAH
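Test system: LMPTP-A phosphatase enzyme. Amount: LMPTP-A at 0.625 nM final in the reaction. Reagent: OMFP substrate, 400 µM final. Times: 50 min at room temperature. Signal: endpoint fluorescence intensity from OMFP dephosphorylation. Read-out basis: % inhibition. Benchmarks: no-enzyme and uninhibited controls.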
Rpn11 block: Rpn11 (PSMD14) deubiquitinase inhibitors, primary screen, biochemical, fluorescence polarization, uHTS; human 26S proteasome, Ub4-pepOG fluorescence polarization; 20S core pre-blocked with epoxomicin; calls only at 20 µM; actives 0.59% (n = 360,000);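 active = inhibition at 20 µM, scaled to each plate's controls, above about 33%, limit read from the data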
DNMT1 block: human DNMT1 methyltransferase inhibitors, primary screen, biochemical, molecular beacon, fluorescence, HinP1I cleavage, uHTS | inhibition (reported as % activation of signal), % at 10 µM | actives 0.83% (n = 360,000) | AID 588458, 2011; in the data active = inhibition above about 50%
SUMO1-SIM PPI: modulators of SUMO1 protein-protein interactions, primary screen, biochemical, uHTS; Small ubiquitin-related modifier 1 (Homo sapiens), P63165; SUMO1 binding to a labelled peptide, TR-FRET, 1 h; inhibition, % at 20 µM; actives 0.33% (n = 360,000); in the data active = inhibition above about 37%
Target sequence (P63165 whole entry, looked up): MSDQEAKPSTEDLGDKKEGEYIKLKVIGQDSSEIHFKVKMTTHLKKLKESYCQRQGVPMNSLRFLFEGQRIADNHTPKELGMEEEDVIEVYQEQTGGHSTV
MT1-MMP act inh: blockers of MT1-MMP proenzyme processing, primary screen, HT1080 RFP-PRO-GFP cells, GFP/RFP fluorescence; Matrix metalloproteinase-14 (Homo sapiens), P50281; GFP/RFP ratio fluorescence, overnight; percent of plate control window, DMSO zero; GFP/RFP ratio change, % at 20 µM; actives 0.061% (n = 360,000); AID 651647, 2012;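 active = GFP/RFP ratio change of at least 30% with cell ATP level not reduced by more than half and red fluorescence within 50% of control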; also: strong numbers were not always called active
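Material – HT1080 RFP-PRO-GFP cells · Control set – DMSO wells and RFP-L50D-GFP cells · Incubation – overnight cell settling, then overnight compound exposure, 37 °C, 5% CO2 · Compound dosing – single-point 20 µM compound, 1% DMSO · Read-out – GFP/RFP fluorescence ratio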
NadD inh: inhibitors of S. aureus NadD, primary screen, biochemical, colorimetric, uHTS | Nicotinate-nucleotide adenylyltransferase NadD (Staphylococcus aureus N315) | actives 0.78% (n = 360,000) | inhibition, % at 20 µM | purified NadD enzyme, colorimetric absorbance read-out; in the data active = inhibition above about 26%; also: some compounds past the cut are filed as inactive
Scp-1 inhibitor: Scp-1 phosphatase inhibitors, primary screen, biochemical, colorimetric, uHTS. actives 0.88% (n = 340,000). Carboxy-terminal domain RNA polymerase II polypeptide A small phosphatase 1 (Homo …. inhibition, % at 20 µM. Recombinant Scp1, phosphopeptide, malachite green phosphate absorbance;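 active = inhibition above about 50% at 20 µM, limit read from the data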;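 also: plate controls were DMSO wells with enzyme for no effect and wells lacking enzyme for full effect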
Target sequence (Q9GZU7 76-261 limits assumed): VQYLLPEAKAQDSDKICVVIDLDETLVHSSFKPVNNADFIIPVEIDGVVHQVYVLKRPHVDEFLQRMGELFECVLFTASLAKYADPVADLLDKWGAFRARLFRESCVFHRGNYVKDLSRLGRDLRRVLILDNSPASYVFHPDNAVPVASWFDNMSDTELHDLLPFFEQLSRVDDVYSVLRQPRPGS
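Test system: SCP-1 phosphatase catalytic domain, residues 76-261; measured by: colorimetric phosphate reagent with accelerator and stabiliser, absorbance at 630 nm; timing: enzyme reaction 45 min at room temperature, colour 5 min, stabilisation 30 min; also added: Phosphorylated 17-residue peptide substrate; compound dosing: one concentration, 20 µM, with 1.0% DMSO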
STEP inh: STEP phosphatase inhibitors, primary screen, biochemical, fluorescence intensity, uHTS | recombinant STEP, OMFP fluorogenic substrate | AID 588621, 2011 | actives 0.25% (n = 360,000) | Tyrosine-protein phosphatase non-receptor type 5 (Homo sapiens), P54829 | inhibition, % at 20 µM;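 active = inhibition at 20 µM, scaled per plate between control wells, above about 37%, limit read from the data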;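 also: 0% = DMSO with enzyme and substrate and 100% = substrate only without enzyme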
Target sequence (P54829 whole entry, looked up): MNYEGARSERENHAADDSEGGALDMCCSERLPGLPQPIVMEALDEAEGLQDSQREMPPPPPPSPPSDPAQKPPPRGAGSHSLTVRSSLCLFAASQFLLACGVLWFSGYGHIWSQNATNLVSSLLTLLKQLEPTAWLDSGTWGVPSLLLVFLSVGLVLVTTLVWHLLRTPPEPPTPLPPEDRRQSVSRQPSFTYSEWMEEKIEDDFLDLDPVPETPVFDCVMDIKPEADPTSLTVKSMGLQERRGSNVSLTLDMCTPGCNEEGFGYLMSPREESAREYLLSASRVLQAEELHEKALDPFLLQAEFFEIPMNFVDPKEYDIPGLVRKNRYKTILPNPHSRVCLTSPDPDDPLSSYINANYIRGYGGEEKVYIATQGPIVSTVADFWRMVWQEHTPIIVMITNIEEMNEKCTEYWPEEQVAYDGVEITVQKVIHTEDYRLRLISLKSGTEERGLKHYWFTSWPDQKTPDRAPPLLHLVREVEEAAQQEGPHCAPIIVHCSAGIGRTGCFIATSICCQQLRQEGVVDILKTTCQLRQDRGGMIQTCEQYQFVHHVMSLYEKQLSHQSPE
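Also added – OMFP at 25 µM · Test system – STEP tyrosine phosphatase · Technique – FITC-channel fluorescence of OMFP product · Schedule – 20 min at room temperature, dark · Evaluation – control-normalized % inhibition with plate pattern correction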
NRP1-CendR mod: modulators of CendR peptide binding to NRP-1, primary screen, biochemical, fluorescence polarization, uHTS; FAM-RPARPAR peptide binding to NRP-1; Neuropilin-1 (Homo sapiens), O14786; actives 0.85% (n = 360,000); inhibition, % at 25 µM;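 active = inhibition or corrected inhibition above about 18%, plus a signal ratio from 0.5 to 1.5, limit read from the data, passing the limit was not always enough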; also: strong numbers were not always called active
SKN-1 block: suppressors of acrylamide-induced Pgst-4::GFP reporter in worms, primary screen, SKN-1 inhibitor project, whole organism, uHTS, GFP/RFP fluorescence ratio, strain VP596 | C. elegans VP596 Pgst-4::GFP/RFP ratio, 24 h | inhibition, % at 21.8 µM | actives 0.49% (n = 360,000);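 active = interference check ratio from 0.5 to 1.5 plus GFP to RFP signal ratio inhibition reaching or exceeding a fixed threshold, cut at about 30% in these data, passing the limit was not always enough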; also: some compounds called inactive have numbers as strong as hits
Numbers without * were called inactive; i = inactive; . = no result given; + = active, no number.

SMILES	LMPTP block	Rpn11 block	DNMT1 block	SUMO1-SIM PPI	MT1-MMP act inh	NadD inh	Scp-1 inhibitor	STEP inh	NRP1-CendR mod	SKN-1 block
COc1ccc2oc(C)c(NC(C)=O)c2c1	-0.5	i	3.2	-3.2	-7.3	6.0	-13.1	0.1	1.3	17.9
O=c1[nH][nH]c(-c2ccccc2)c1C=Nc1ccc(Cl)cc1	-0.7	i	-5.3	-13.7	0.9	0.3	-17.3	-0.7	12.8	13.6
CCOc1ccc2nc(NC(=O)CN3C(=O)NC4(CCCC4)C3=O)sc2c1	-0.2	i	-1.1	-2.4	5.6	-7.4	-1.2	0.6	2.9	-19.1
COc1ccc(C(=O)c2oc3ccc(Br)cc3c2NC(C)=O)cc1	0.9	i	3.9	-4.2	13.0	0.2	-8.5	-2.8	-0.5	-3.9
Cc1ccc(NC(=O)Cn2c(O)c(N=NC(=O)c3cc4ccccc4cc3O)c3ccccc32)cc1	18.4	i	9.8	-2.5	10.4	46.0*	22.1	2.5	4.8	0.0
COC(=O)CCN(C(=O)c1ccc2c(c1)OCO2)c1ccccn1	-1.5	i	1.5	-1.5	3.2	0.6	-11.9	-9.2	-1.5	-12.6
COCCN(C(=O)COC(=O)C1COc2ccccc2O1)c1c(N)n(Cc2ccccc2)c(=O)[nH]c1=O (stereo not given)	-0.7	i	-1.0	-4.2	1.5	0.1	-4.0	-1.4	-3.9	7.8
COC(=O)C[C@H]1C=C[C@H](NC(=O)Nc2ccccc2F)[C@@H](CO)O1	0.0	.	.	8.4	2.1	.	.	.	9.1	7.0
COc1cccc(NC(=O)CN(c2ccccc2OC)S(=O)(=O)c2cccs2)c1	-0.1	i	-13.1	-0.8	9.3	-13.0	-3.6	0.1	3.1	-4.6
COc1cccc(/C=N/NC(=O)c2cc3c(OC)cccc3[nH]2)c1O	-0.7	i	5.5	51.3*	-7.5	-0.8	-10.7	0.6	-3.1	-2.9
CC(C)(C)OC(=O)N1CCC[C@H]1C(=O)Nc1ccc(C#N)cc1	1.0	i	4.3	14.1	.	-13.9	24.5	-6.1	0.0	-1.9
O=C(c1cc2ccccc2o1)N1CCN(Cc2nc3ccccc3s2)CC1	0.1	i	2.6	0.0	2.4	13.0	.	3.7	0.7	-12.0
Cc1onc(-c2ccccc2Cl)c1C(=O)Nc1ccc(OCC(=O)N2CCOCC2)cc1	0.4	i	3.6	0.7	-1.6	1.0	-2.4	0.9	3.9	13.4
CCn1cnc2cc(NCc3nc4ccccc4n3C)ccc21	-0.1	i	-2.2	-2.1	-0.7	3.8	9.8	-3.8	17.5	3.8
COc1ccc(-c2cc(=O)c3ccc(O)cc3o2)cc1OC	-0.9	i	-0.4	-0.8	-1.7	1.7	.	-0.3	-3.8	19.9
COc1ccc(-c2cc3ccccc3cn2)cc1	1.4	i	-1.8	-24.6	1.5	-4.8	1.7	-1.8	-22.7	29.4
Cc1ccc(S(=O)(=O)Nc2cccc(-c3ccc(N4CCCCCC4)nn3)c2)cc1	6.4	i	-7.3	-9.3	0.8	33.8*	2.5	4.0	12.7	7.6
CCC(C)N(C(=O)CSc1nnc(NC(C)C)s1)C1CCS(=O)(=O)C1 (stereo not given)	-1.1	i	1.3	-0.7	0.2	-2.3	7.9	0.2	-6.2	13.4
CC1(CCc2ccccc2)NC(=O)N(CC(=O)Nc2ccccc2)C1=O (stereo not given)	0.5	i	1.6	-7.1	12.6	-3.7	-10.4	-1.3	-30.6	-15.3
CC1=C(C(=O)N(C(C)C)C(C)C)CC(CC(=O)NCc2ccco2)C(=O)N1Cc1ccc(C(C)(C)C)cc1 (stereo not given)	1.1	i	-11.9	2.9	0.9	-0.3	.	1.0	21.3	10.1
CCN(C[C@H]1N[C@@](CC)(C(=O)OC)[C@H]2C(=O)N(C)C(=O)[C@@H]12)S(=O)(=O)c1ccc(C(C)(C)C)cc1	0.1	i	2.2	1.7	0.4	5.2	-8.0	2.9	-1.3	-5.3
C=CCNC(=O)/C(=C/c1ccco1)NC(=O)c1ccc(Br)o1	-0.9	i	-0.3	-4.7	-6.0	10.7	-9.2	1.2	-20.7	13.4
Cc1ccccc1Nc1nc(Nc2ccccc2C)nc(SC2=NCCS2)n1	2.2	i	-9.0	-5.4	1.3	9.1	7.5	1.2	-19.1	19.5
CCOc1c(Br)cc(C2NS(=O)(=O)N=C3CCCCCN32)cc1OC (stereo not given)	-0.3	i	8.7	-0.5	-3.1	-1.5	-8.7	-10.8	-4.5	-4.5
COC(=O)CP(=O)(c1ccccc1)c1ccccc1	-3.5	i	1.8	0.3	-1.2	2.6	-3.0	-0.3	8.9	15.2
COc1ccc(CNC(=O)CN(C)S(=O)(=O)c2ccc(Br)s2)cc1	0.7	i	-0.7	3.6	0.4	-1.9	-4.9	-0.9	11.5	1.9
CCOC(=O)c1c(C)[nH]c(C(=O)N/N=C/c2cccc(OC)c2)c1C	-0.2	i	-4.7	0.9	3.2	-2.6	-2.4	3.6	-5.2	-13.5
CCOCCCNC(=O)c1ccc(-n2c(=S)[nH]c3ccccc3c2=O)cc1	0.7	i	-0.6	-1.9	3.7	-0.3	-2.5	-5.3	1.4	1.3
O=[N+]([O-])c1ccccc1S(=O)(=O)NCc1cccnc1	-0.4	i	-1.4	-13.3	1.5	5.9	-1.3	4.4	9.7	-5.9
COc1ccc(NS(=O)(=O)c2cc(NC(=O)c3ccncc3)ccc2N2CCOCC2)cc1	0.4	i	-5.3	6.2	0.9	-1.8	-8.7	-2.6	-11.2	2.9
O=C1c2ccccc2NC(c2cccc(Cl)c2)N1N=C1CCCCCC1 (stereo not given)	-0.6	i	-3.9	-3.6	-1.0	-5.7	-4.3	0.7	-1.0	2.8
O=C(Nc1ccc2oc(=O)ccc2c1)c1cccnc1	-0.8	i	-2.3	-3.5	6.0	6.1	-4.8	1.2	-9.1	-8.6
CCCCC(=O)Nc1nnc(C2=COCCO2)o1	-1.6	i	1.9	2.4	3.6	-1.8	-4.7	-4.8	8.8	-11.1
COCc1ccc(-c2c(-c3ccsc3)oc(=O)c3cc(OC)c(OC)cc23)cc1	2.8	i	-1.2	-18.1	-7.7	-12.1	1.7	1.7	7.9	-5.8
O=C(NC1CC1)C1=NOC(CNc2ncc(C(F)(F)F)cc2Cl)C1 (stereo not given)	-0.1	i	0.0	-2.3	3.0	-0.4	-12.7	0.9	-4.7	-13.3
CCOC(=O)Oc1c(OC)cc(C(=O)O[C@@H]2C[C@@H]3CN4CCc5c([nH]c6cc(OC)ccc56)[C@H]4C[C@@H]3[C@H](C(=O)OC)[C@H]2OC)cc1OC	2.2	i	-17.3	-3.2	-20.5	9.5	-6.2	-3.4	-82.4	-6.9
COc1ccccc1N1CCN(C(=O)CCc2c[nH]c3ccccc23)CC1	1.6	i	2.0	20.4	-3.4	0.7	-5.4	0.4	3.1	-6.4
NC(=O)c1ccc(NC(=O)CSc2nncn2-c2ccccc2)cc1	-0.8	i	1.4	4.1	1.2	-0.1	-12.8	2.9	-33.8	-2.5
O=C(CS(=O)(=O)Cc1ccccc1)Nc1ccccc1Cl	-0.6	i	2.4	1.2	0.7	-2.7	-5.1	0.3	2.8	0.8
C#CCOCCOCCOCCNc1nc(N2CCN(C(=O)[C@H](CCCCN)n3cc([C@@H](N)CC(N)=O)nn3)CC2)nc(N2CCN(C(=O)[C@H](CCCCN)n3cc([C@@H](N)CC(N)=O)nn3)CC2)n1	-7.3	i	-19.8	-159.2	11.7	4.0	1.2	-3.2	-5.0	-1.6
O=C(Nc1ccc2[nH]ncc2c1)c1ccc(F)cc1	0.1	i	-5.7	4.5	-0.9	0.8	-5.0	2.5	5.6	17.5
COc1ccc(OC)c(NC(=O)c2cccnc2Sc2ccccc2)c1	-1.7	i	-2.8	1.8	-1.4	-7.9	-2.1	-1.9	16.3	-0.1
COc1ccc(C(NC(=O)C(C)(C)C)NC(=O)C(C)(C)C)cc1	-0.8	i	1.0	-1.2	-2.2	-1.0	0.2	-3.1	20.1*	-3.2
Nc1nc(SCC(=O)Nc2ccc3c(c2)OCO3)n[nH]1	-1.1	i	-0.4	-0.2	1.6	-0.1	2.0	-5.7	-7.3	1.3
O=C(CN1CCCCCC1=O)N1CCN(S(=O)(=O)c2cccs2)CC1	-0.8	i	1.9	1.1	-4.1	0.3	-2.8	-1.6	0.0	-2.3
Cc1cc(C(F)(F)F)c(C#N)c(SCC(=O)Nc2nc3cc(Br)ccc3s2)n1	2.6	+	-3.3	2.8	-83.6	14.0	-0.8	-1.7	-20.4	6.9
Cc1cccc(NC(=O)NNC(=O)c2sccc2-n2cccc2)c1	0.3	i	-1.1	1.9	-2.3	-8.2	-3.5	-3.3	0.7	10.9
O=C(Nc1ccc(F)cc1)c1nc2c(nnn2Cc2cccc3ccccc23)c(=O)[nH]1	4.3	i	4.0	8.5	7.7	32.9*	-0.3	1.7	-24.1	-15.7
CCN1CCN(C(=O)Nc2cccc(C(F)(F)F)c2)CC1	-3.7	i	3.0	-2.2	1.2	-7.8	-0.3	-4.6	2.6	7.2
Cc1ccc(Cl)cc1NC(=O)CNCC(c1ccccc1)N(C)C (stereo not given)	-3.5	i	-1.3	4.4	-5.6	-6.1	-12.3	2.1	-2.8	7.5

An excerpt from above in order of the SUMO1-SIM PPI value, low to high:
SMILES	SUMO1-SIM PPI
COCCN(C(=O)COC(=O)C1COc2ccccc2O1)c1c(N)n(Cc2ccccc2)c(=O)[nH]c1=O (stereo not given)	-4.2
O=C(CN1CCCCCC1=O)N1CCN(S(=O)(=O)c2cccs2)CC1	1.1
CCCCC(=O)Nc1nnc(C2=COCCO2)o1	2.4
